FN deposit inh – fibronectin deposition inhibition. 0.086% of 350,000 active. AH1F fibroblasts, Alexa488-fibronectin deposition fluorescence, overnight. inhibition, % at 12.6 µM;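 active means mean inhibition across replicates of 30% or more, regardless of how many single replicates reach that level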;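 further: positive control wells lacked labelled fibronectin entirely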
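Test system: AH1F fibroblast monolayer depositing Alexa488-labelled fibronectin into matrix. Input: 10000 cells per well. Technique: fluorescence, ex 485 nm, em 525 nm. Buffer or medium: DMEM plus 2% serum, read in PBS. Timing: 1 h cell adhesion before compound, then overnight fibronectin incubation. Compound: single dose, pinned. Read-out basis: inhibition from reduced deposited-fibronectin fluorescence.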
RAD54 inh – blocks human RAD54 Holliday junction branch migration | Q92698 | FAM/BHQ fluorescence | inhibition, % at 10.4 µM | 0.14% of 360,000 active | AID 602329;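 active means mean normalized replicate activity at least 40 and at least half of replicates scoring 40 or more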;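 further: 0% = median of neutral control wells and 100% = median of positive control wells; inhibitors cause a drop in the FAM fluorescence signal; in these data hits start at about 50%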
Target sequence (Q92698 whole entry, looked up): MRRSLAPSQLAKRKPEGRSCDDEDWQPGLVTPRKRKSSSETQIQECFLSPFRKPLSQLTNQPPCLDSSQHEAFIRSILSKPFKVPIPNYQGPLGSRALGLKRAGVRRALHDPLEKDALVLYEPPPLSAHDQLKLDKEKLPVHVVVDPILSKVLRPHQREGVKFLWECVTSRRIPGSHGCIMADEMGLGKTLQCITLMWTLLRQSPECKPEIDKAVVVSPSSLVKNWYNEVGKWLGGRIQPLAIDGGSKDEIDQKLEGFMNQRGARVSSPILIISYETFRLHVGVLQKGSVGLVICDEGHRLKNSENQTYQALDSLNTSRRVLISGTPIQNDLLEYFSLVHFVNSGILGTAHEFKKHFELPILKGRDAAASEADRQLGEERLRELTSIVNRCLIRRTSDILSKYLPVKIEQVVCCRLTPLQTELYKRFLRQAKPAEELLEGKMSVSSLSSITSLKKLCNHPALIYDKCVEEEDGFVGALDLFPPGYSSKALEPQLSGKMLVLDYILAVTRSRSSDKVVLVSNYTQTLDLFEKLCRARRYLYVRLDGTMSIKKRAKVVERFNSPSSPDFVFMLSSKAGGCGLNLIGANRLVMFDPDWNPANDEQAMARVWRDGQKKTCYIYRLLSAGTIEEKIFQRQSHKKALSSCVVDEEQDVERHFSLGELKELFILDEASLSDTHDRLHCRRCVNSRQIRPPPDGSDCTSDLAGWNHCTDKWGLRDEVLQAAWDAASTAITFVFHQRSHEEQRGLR
XiGFP reactiv – X-chromosome reactivation activator. XiGFP mouse fibroblasts, % GFP-positive cells imaging, 3 d; cells co-treated with 5-aza-dC sensitizer; scaled so ellipticine positive control = 100%. activation, % at 7.58 µM. 0.055% of 360,000 active. AID 743238;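 active means mean normalized replicate activation at least 10% and every replicate at or above 10%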;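 further: 0% = median of on-plate neutral control wells and 100% = ellipticine 6 µM median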
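material = 68-5-11 XiGFP fibroblast line | medium = DMEM plus 5-aza-dC sensitizer | schedule = 3 days compound exposure | benchmarks = positive control ellipticine, 6 µM final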
E-sel inducer – E-selectin induction on HUVECs; activation, % at 7.58 µM; P16581; HUVEC E-selectin immunofluorescence imaging; normalized: neutral wells 0, TNF-alpha wells 100; 0.37% of 260,000 active; AID 686992;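 active means mean E-selectin-positive cell signal at least 10% of the positive control, reached in at least 60% of replicates, without over 20% cell loss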;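 further: in these data hits start at about 27%; measured in HUVEC primary endothelial cells; signal is the percent of cells scored E-selectin positive by PE staining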
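material = human umbilical vein endothelial cells (HUVEC), E-selectin induction | quantity = 3,000 cells/well | medium = EGM-2 growth medium on 0.1% gelatin-coated wells | technique = immunofluorescence imaging | read-out basis = % PE-positive cells | control set = TNF-alpha positive control, DMSO neutral control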
RAD52 anneal inh – inhibitors of human RAD52 DNA annealing; P43351; recombinant RAD52 DNA annealing, FRET fluorescence; inhibition, % at 18.7 µM; 0.46% of 360,000 active; AID 651710;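 active means every replicate showing at least 50% inhibition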
esBAF inh – SWI/SNF esBAF complex inhibition. mouse ES cells, Bmi1-luciferase knock-in reporter, 24 h; 100% = twice the neutral-well signal. reporter increase, % at 12.5 µM. 2% of 350,000 active. AID 602393; in the data active means activation above about 40%;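 further: 0% = median of the plate's neutral control wells and 100% = double that signal; a rise in the Bmi1 reporter signal indicates esBAF inhibition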
S100A4 MyoIIA – S100A4-myosin IIA interaction inhibition; P26447; S100A4/TAMRA-MyoIIA peptide fluorescence polarization; inhibition, % at 10.7 µM; 0.14% of 360,000 active; AID 652163;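 active means mean inhibition of at least 70% across replicates, with every replicate also reaching that level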
Target sequence (P26447 whole entry, looked up): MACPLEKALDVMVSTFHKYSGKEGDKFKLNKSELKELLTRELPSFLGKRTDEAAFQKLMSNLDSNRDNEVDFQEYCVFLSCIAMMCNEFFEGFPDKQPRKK
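assay system = human S100A4 monomer with TAMRA-labelled myosin IIA peptide | also added = labelled myosin peptide probe, 5 nM | incubation = 5 min between mix addition and reading | control set = DMSO and TFP controls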
EWS-Fli inh – EWS/Fli transcriptional activity inhibition | inhibition, % at 12.6 µM | AID 651661 | A673 NR0B1-luciferase reporter, viability-normalised | 0.67% of 350,000 active;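 active means mean inhibition of at least 50% after viability correction, with every replicate also passing that limit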;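 further: firefly luciferase signal divided by Alamar Blue viability fluorescence both relative to DMSO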
An asterisk follows results filed as active; / = not tested or not shown.

The opening 10 compounds, ahead of the listing:
SMILES	FN deposit inh	RAD54 inh	XiGFP reactiv	E-sel inducer	RAD52 anneal inh	esBAF inh	S100A4 MyoIIA	EWS-Fli inh
O=C(Cn1ncc2c3ccccc3n(Cc3ccccc3)c2c1=O)NCCN1CCOCC1	5.2	-0.5	0.0	/	-18.0	-1.1	5.2	4.2
C[C@H]1CN([C@@H](C)CO)C(=O)c2cc(/C=C/c3ccccc3)cnc2O[C@H]1CN(C)C(=O)c1ccccc1	21.0	0.0	-1.3	0.1	12.2	-0.6	12.8	-0.8
COc1ccc(NC(=O)Cn2nnc(C(=O)NCc3ccccc3OC)c2N)cc1Cl	-6.9	4.0	/	-1.2	/	-13.5	/	/
O=C(NCCCNc1ccc(C(F)(F)F)cc1[N+](=O)[O-])c1ccc(F)cc1	9.2	/	-0.1	0.2	-21.9	/	0.9	14.6
CN(Cc1cnn(-c2ccc(F)cc2)c1)C(=O)[C@H]1O[C@@H](n2ccc(=O)[nH]c2=O)[C@H](O)[C@@H]1O	-5.4	5.7	0.4	-0.1	-5.6	2.0	1.6	4.8
Cn1ccnc1SCC(=O)Nc1cccc(O)c1	/	-0.6	/	/	-13.4	11.2	-5.2	-29.2
CO[C@@H]1CN(C)C(=O)c2cc(NS(=O)(=O)c3ccc(C)cc3)ccc2OC[C@H](C)N(C)C[C@H]1C	14.6	0.1	0.5	-0.2	-5.6	0.8	15.7	-0.2
CC(C)(C)c1ccc(NC(=O)COC(=O)C2(C)CC2(Cl)Cl)cc1 (stereo unspecified)	-2.5	/	0.5	0.1	-9.7	/	-1.9	-8.7
Cc1ccccc1NC(=O)Cc1nc(COC(=O)/C=C/c2ccccc2)cs1	6.7	/	0.2	-1.7	-89.2	/	1.0	-2.4
C[C@@H]1CN([C@H](C)CO)C(=O)c2cccc(NC(=O)Nc3ccc(F)cc3)c2O[C@H]1CN(C)C(=O)Nc1cccc2ccccc12	/	-1.4	-0.1	-0.1	-7.6	-1.7	10.9	10.2

Results, previewed entries included:
SMILES	FN deposit inh	RAD54 inh	XiGFP reactiv	E-sel inducer	RAD52 anneal inh	esBAF inh	S100A4 MyoIIA	EWS-Fli inh
O=C(Cn1ncc2c3ccccc3n(Cc3ccccc3)c2c1=O)NCCN1CCOCC1	5.2	-0.5	0.0	/	-18.0	-1.1	5.2	4.2
C[C@H]1CN([C@@H](C)CO)C(=O)c2cc(/C=C/c3ccccc3)cnc2O[C@H]1CN(C)C(=O)c1ccccc1	21.0	0.0	-1.3	0.1	12.2	-0.6	12.8	-0.8
COc1ccc(NC(=O)Cn2nnc(C(=O)NCc3ccccc3OC)c2N)cc1Cl	-6.9	4.0	/	-1.2	/	-13.5	/	/
O=C(NCCCNc1ccc(C(F)(F)F)cc1[N+](=O)[O-])c1ccc(F)cc1	9.2	/	-0.1	0.2	-21.9	/	0.9	14.6
CN(Cc1cnn(-c2ccc(F)cc2)c1)C(=O)[C@H]1O[C@@H](n2ccc(=O)[nH]c2=O)[C@H](O)[C@@H]1O	-5.4	5.7	0.4	-0.1	-5.6	2.0	1.6	4.8
Cn1ccnc1SCC(=O)Nc1cccc(O)c1	/	-0.6	/	/	-13.4	11.2	-5.2	-29.2
CO[C@@H]1CN(C)C(=O)c2cc(NS(=O)(=O)c3ccc(C)cc3)ccc2OC[C@H](C)N(C)C[C@H]1C	14.6	0.1	0.5	-0.2	-5.6	0.8	15.7	-0.2
CC(C)(C)c1ccc(NC(=O)COC(=O)C2(C)CC2(Cl)Cl)cc1 (stereo unspecified)	-2.5	/	0.5	0.1	-9.7	/	-1.9	-8.7
Cc1ccccc1NC(=O)Cc1nc(COC(=O)/C=C/c2ccccc2)cs1	6.7	/	0.2	-1.7	-89.2	/	1.0	-2.4
C[C@@H]1CN([C@H](C)CO)C(=O)c2cccc(NC(=O)Nc3ccc(F)cc3)c2O[C@H]1CN(C)C(=O)Nc1cccc2ccccc12	/	-1.4	-0.1	-0.1	-7.6	-1.7	10.9	10.2
COC(=O)Cc1cc(=O)n(-c2nc3ccccc3s2)[nH]1	/	-6.2	/	/	-53.3	-0.1	0.0	-5.8
O=C(CSc1cn[nH]n1)Nc1ccccc1C(=O)O	5.0	-1.1	0.0	/	-12.8	-11.7	-3.3	19.6
Cc1ccc(S(=O)(=O)N(Cc2ccccc2Cl)C(=O)N2CCN(C)CC2)cc1	4.0	-1.5	-0.1	/	-8.9	-1.8	0.5	-2.0
COc1ccc(S(=O)(=O)Nc2ccc3c(c2)C(=O)N([C@H](C)CO)C[C@H](C)[C@H](CN(C)C(=O)c2ccccc2)OCCCC[C@@H](C)O3)cc1	8.2	-0.8	0.0	0.0	-4.8	5.6	-5.0	-13.0
COCCNC(=O)CSc1cc(-c2ccccc2)c2ccc(OC)cc2n1	-1.5	/	0.1	-0.3	-85.3	/	-3.6	11.4
COc1ccc2c3c(n(C)c2c1)[C@@H](CO)N(C(=O)Cc1ccccn1)CC31CN(CC2CCOCC2)C1	/	/	0.3	0.4	0.4	/	10.6	-2.7
C[C@@H]1CN([C@@H](C)CO)S(=O)(=O)c2ccc(-c3ccc(F)cc3)cc2O[C@H]1CN(C)Cc1cccc(F)c1	/	/	0.8	0.7	/	-5.0	/	33.0
CCCN1C[C@H](C)[C@@H](OC)CN(C)C(=O)c2cc(NC(=O)COC)ccc2OC[C@H]1C	-15.0	3.4	0.3	-0.2	/	-0.7	/	-7.7
COc1cccc(NC(=O)NCc2ccccn2)c1	1.3	5.0	0.0	-0.1	-14.2	-5.3	-13.6	-38.8
COc1cccc(/C=N/Nc2ccc([N+](=O)[O-])cn2)c1O	2.1	1.9	0.9	2.4	-11.9	-70.6	-2.9	-26.9
CC(=O)Nc1ccc(-c2nc3ccccc3o2)cc1	-5.5	-22.0	0.0	-0.1	4.1	15.6	0.3	-58.5
COc1ccc(-c2csc(N(CCc3ccccc3)C(=O)COc3ccccc3)n2)cc1	0.0	3.9	/	0.5	/	-1.4	/	/
CCN(CC)CCN(C)C1CCC(c2ccccc2)CC1 (stereo unspecified)	-12.4	/	0.0	-1.7	-0.9	/	5.3	-1.6
O=C(C1CCOCC1)N1CC(=O)N2[C@H](CO)[C@@H](c3ccc(C4=CCCC4)cc3)[C@H]2C1	/	/	0.2	0.4	5.8	/	-3.5	3.5
COc1ccccc1CN1CC(C(=O)NCCn2ccc(C)n2)CCC1=O (stereo unspecified)	-25.2	2.1	0.1	/	-9.3	10.4	-0.5	-7.3
Cc1cccc(Cc2c(C)nc3nc(SCC(=O)O)nn3c2C)c1	-1.1	/	0.0	/	-0.6	/	1.0	-6.0
Cc1ccccc1CNC(=O)CC1C(=O)NCCN1Cc1c(F)cccc1Cl (stereo unspecified)	0.9	/	0.4	/	-3.6	/	-5.9	2.4
Cc1cc(-c2ccc(C)c(S(=O)(=O)NCCc3ccco3)c2)on1	-4.0	-5.1	0.1	/	-8.8	-9.7	-4.2	/
c1cc2c(cc1C1CCCCC1)c1c3n2CCN=C3CCC1	-5.1	5.9	/	/	/	-20.5	-11.2	/
CC(=O)Nc1ccc(S(=O)(=O)Nc2nc3ccccc3nc2Nc2ccc3ccccc3c2)cc1	-7.9	-5.7	0.2	/	-11.5	/	-2.6	6.3
COc1cccc(C(=O)O/N=C(\N)c2ccccn2)c1OC	-0.6	0.3	0.0	1.0	5.2	-36.9	5.2	-85.7
COc1ccc(C#Cc2ccc([C@@H]3[C@@H](CO)N4CCCCN(C(=O)Nc5cccc(F)c5)C[C@@H]34)cc2)cc1	/	14.5	0.3	-0.7	-26.5	0.1	-3.4	15.4
CC(C)(C)Cc1c(-c2ccc(Cl)cc2)nc2ccc(Cl)cn12	4.2	6.2	0.3	0.1	-7.8	7.5	6.0	-3.7
COc1ccc(Cl)cc1CC=NNC(=O)c1cccc(C)c1O	/	/	0.5	-0.4	-16.2	/	2.2	-3.1
CC(C)(C)OC(=O)NC(Cc1ccccc1)C(=O)NCCCC(=O)O (stereo unspecified)	9.1	-9.0	-0.1	/	-5.8	6.2	-2.6	3.3
O=[N+]([O-])c1cccnc1N1CCN(c2ccccc2F)CC1	-8.2	/	0.2	-1.0	-5.0	/	-0.7	-16.3
CN1CCN(C(=O)C[C@H]2CC[C@@H](NC(=O)Nc3ccccc3F)[C@H](CO)O2)CC1	5.8	-6.2	-0.3	-0.3	-4.6	-0.1	-2.2	1.1
COc1cc(/C=C2/NC(=O)N(c3cccc(Cl)c3)C2=O)ccc1O	3.6	/	0.1	/	-5.6	/	2.1	29.5
COc1cccc(OCC(=O)NNC(=O)Cc2cccs2)c1	5.2	/	0.1	-2.2	-9.7	/	1.7	11.8
O=C(CC1CC1)N1CC(=O)N2[C@H](C1)[C@@H](c1ccc(C#Cc3ccc(F)cc3)cc1)[C@@H]2CO	/	/	0.3	-0.4	13.4	/	8.5	-5.4
CC(=O)Nc1nc2cc(C(N)=O)ccc2s1	3.1	-8.4	0.0	0.4	-1.0	3.8	-3.5	-4.0
COc1ccc(CN(C)C[C@H]2OCCCC[C@@H](C)Oc3ccc(NC(=O)Cc4ccccc4)cc3C(=O)N([C@@H](C)CO)C[C@@H]2C)cc1	/	7.6	0.7	-0.3	/	1.7	/	2.4
N=C(N)SCCN	-5.6	-4.8	0.0	0.1	-7.0	2.1	5.1	1.9
Cc1cccc(C(=O)NCCC(=O)Nc2ccc(C#N)cc2)c1	0.5	-7.8	0.2	0.7	-7.9	-3.0	-2.0	0.5
CC1(C)C=C(c2ccc(C=O)s2)CC(C)(C)N1C=O	-0.6	/	0.4	-0.7	-3.6	/	-2.4	1.8
NC(Cc1ccc(C(F)(F)F)cc1)c1csc(Nc2cc(NCc3ccco3)ncn2)n1 (stereo unspecified)	-3.8	0.8	0.0	0.1	-39.8	-5.8	-12.7	33.2
NC(=O)CNC(=O)[C@@H]1CC2(CC(c3cccc(Br)c3)=NO2)CN1C(=O)c1ccc(Br)cc1 (stereo partly specified)	-3.0	-2.8	0.0	0.3	-11.0	2.0	-1.3	-9.0
Cc1cccc(N(CC(=O)NCC2CCCO2)C(=O)CNS(=O)(=O)c2ccc(Cl)cc2)c1 (stereo unspecified)	-2.9	-4.2	0.2	/	-20.3	1.2	-20.5	-2.9
OCCNc1c2ccccc2nc2ccccc12	13.6	/	0.1	4.3	78.8*	/	6.1	43.1
Cc1ccc(S(=O)(=O)CCC(=O)OCC(=O)N2c3ccccc3CC2C)cc1 (stereo unspecified)	0.1	/	0.0	/	-14.6	/	4.4	-2.8
CCC(=O)Nc1ccc2c(c1)C(=O)N(C)C[C@@H](OC)[C@H](C)CN(C(=O)Nc1ccccc1F)[C@H](C)CO2	-13.3	-3.5	0.1	0.0	-6.6	-2.5	-15.4	0.6
COc1ccc(N2CCN(C(=O)CCCn3nnnc3CN3CCOCC3)C(C)C2)cc1 (stereo unspecified)	1.6	3.5	0.0	-0.9	5.5	-10.8	4.8	-1.3

Compound activity from PubChem BioAssay.
